# Source: PubChem
# GAA850 FXN act: FXN promoter activators, primary screen, cell-based, luciferase luminescence, HEK293 lucGAA850; HEK293 lucGAA850 FXN promoter luciferase reporter, 24 h; percent of 10 µM SAHA response; activation, % at 6 µM; hit rate 0.56% among 360,000; AID 540364, 2011;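 active means activation above the average of all compounds screened plus 3 SD, cutoff fixed separately per campaign, cut at about 7.5% in these data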;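 further: 0% = DMSO wells and 100% = 10 µM SAHA wells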
# SMARCA2 activ: SMARCA2 (BRM) function activators, primary screen, cell-based, luminescence, high throughput; activation, % at 9.1 µM; MG213 cells, MMTV-luciferase reporter, dexamethasone, overnight; hit rate 1% among 370,000; in the data active means activation above about 7.8%;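 further: 0% = vehicle wells and 100% = reference activator wells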
# hcDAF-12 act: H. contortus DAF-12 nuclear receptor activators, primary screen, cell-based, luminescence, HEK293, lit1-tk-luc reporter. HEK293 hcDAF-12 lit1-tk-luc reporter; 0% DMSO, 100% Δ7-dafachronic acid. activation, % at 6.8 µM. hit rate 1.4% among 370,000. AID 652067, 2013;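 active means activation above the mean of all tested compounds plus 3 SD, cut at about 5.5% in these data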;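 further: 100% = response to 3 µM Δ7-dafachronic acid high control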
# sPLA2-III inh: human group III sPLA2 inhibitors, primary screen, biochemical, QFRET, BODIPY PC-A2 liposome substrate; Group 3 secretory phospholipase A2 (Homo sapiens), Q9NZ20; QFRET BODIPY PC-A2 liposome hydrolysis, fluorescence; inhibition, % at 12.2 µM; hit rate 0.56% among 370,000;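 active means inhibition above mean plus 3 SD of compounds lying within the high and low control bounds, cut at about 19% in these data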;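 further: 0% = median of test compound wells and 100% = no enzyme DMSO wells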
# GC-B act: human GC-B receptor activators, primary screen, HEK293 GC-B cells, cGMP TR-FRET, EC30 CNP | Atrial natriuretic peptide receptor 2 (Homo sapiens), P20594 | hit rate 0.11% among 370,000 | AID 1920062, 2024 | 0% at EC30 CNP, 100% saturating CNP | activation, % at 10 µM;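 active means activation at 10 µM reaching about 35% in either raw or pattern-adjusted values, limit read from the data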
# DAX1 inh-1: DAX1 (NR0B1) inhibitors, primary screen, cell-based, HEK293, Gal4-DAX1, luciferase luminescence; Nuclear receptor subfamily 0 group B member 1 (Homo sapiens), P51843; HEK293 Gal4-DAX1 luciferase reporter; inhibition, % at 6.75 µM; hit rate 0.99% among 340,000; AID 504766, 2011;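 active means inhibition above the mean over all tested compounds plus 3 SD, cut at about 4.2% in these data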;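 further: 0% = DAX1-transfected cells with DMSO and 100% = empty-vector control cells with DMSO; inhibition shows as a rise in luminescence from relieved DAX1 repression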
# DAX1 inh-2: DAX1 (NR0B1) inhibitors on StAR promoter, primary screen, cell-based, luminescence, SF-1 (NR5A1), full-length DAX-1. HEK293T StAR-luciferase reporter, SF-1/DAX-1 repression relief. hit rate 1.1% among 370,000. inhibition, % at 6.8 µM. AID 652010, 2013;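 active means inhibition above the mean over all tested compounds plus 3 SD, cut at about 3.6% in these data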;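 further: 0% = DAX-1 cells with DMSO and 100% = cells lacking DAX-1 with DMSO; higher inhibition means more luminescence from relief of DAX-1 repression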
# NPR1 activator: GC-A stimulated cGMP production enhancers – HEK293 GC-A cells, cGMP TR-FRET, EC30 ANP, primary screen | Atrial natriuretic peptide receptor 1 (Homo sapiens), P16066 | 0% at EC30 ANP, 100% saturating ANP | activation, % at 10 µM | hit rate 0.14% among 370,000; in the data active means activation above about 40%
# Target sequence (P16066 whole entry, looked up): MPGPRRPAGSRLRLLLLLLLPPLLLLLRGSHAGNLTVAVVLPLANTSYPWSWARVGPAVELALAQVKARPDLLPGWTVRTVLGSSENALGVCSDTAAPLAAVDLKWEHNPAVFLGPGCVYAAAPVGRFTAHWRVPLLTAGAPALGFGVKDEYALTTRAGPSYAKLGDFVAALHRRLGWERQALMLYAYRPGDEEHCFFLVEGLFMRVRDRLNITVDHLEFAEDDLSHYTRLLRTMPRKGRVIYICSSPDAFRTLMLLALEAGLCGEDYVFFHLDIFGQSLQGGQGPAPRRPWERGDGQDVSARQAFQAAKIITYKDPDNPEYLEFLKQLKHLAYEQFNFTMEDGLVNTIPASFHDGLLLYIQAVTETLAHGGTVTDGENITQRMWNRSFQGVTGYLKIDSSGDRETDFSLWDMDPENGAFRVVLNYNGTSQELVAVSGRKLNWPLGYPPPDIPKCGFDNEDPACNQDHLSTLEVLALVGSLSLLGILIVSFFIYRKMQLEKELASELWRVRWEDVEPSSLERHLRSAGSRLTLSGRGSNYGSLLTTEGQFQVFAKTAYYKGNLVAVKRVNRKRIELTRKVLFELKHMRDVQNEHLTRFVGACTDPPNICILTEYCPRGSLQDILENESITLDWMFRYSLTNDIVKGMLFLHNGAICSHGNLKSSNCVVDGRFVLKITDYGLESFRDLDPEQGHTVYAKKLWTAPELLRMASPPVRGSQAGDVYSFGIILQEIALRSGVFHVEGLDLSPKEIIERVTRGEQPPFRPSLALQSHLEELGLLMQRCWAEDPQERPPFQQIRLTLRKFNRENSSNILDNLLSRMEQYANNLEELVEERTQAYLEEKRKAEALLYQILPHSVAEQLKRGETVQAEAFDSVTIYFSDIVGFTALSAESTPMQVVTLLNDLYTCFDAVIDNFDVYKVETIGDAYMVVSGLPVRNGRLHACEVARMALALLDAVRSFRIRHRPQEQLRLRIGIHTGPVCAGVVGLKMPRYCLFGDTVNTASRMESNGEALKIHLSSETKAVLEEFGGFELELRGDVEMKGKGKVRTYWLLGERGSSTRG
# hgDAF-12 ag: H. glycines DAF-12 receptor agonists, primary screen, cell-based, luminescence, HEK293, GAL4 fusion, UAS-luciferase; hit rate 1.8% among 370,000; HEK293 GAL4-hgDAF12 UAS-luciferase reporter, agonist luminescence; normalized to butyrate control; activation, % at 6.8 µM; AID 687014, 2013; Nuclear hormone receptor DAF-12 (Heterodera glycines), GAL4 fusion;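 active means activation above a cutoff set at the mean of all screened compounds plus 3 SD, cut at about 10% in these data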;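 further: 0% = DMSO wells and 100% = sodium butyrate wells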
# ssDAF12 agonist: S. stercoralis DAF-12 nuclear receptor activators, primary screen, cell-based, luminescence, HEK293, GRIP1 co-expression, lit1-tk-luc. HEK293 ssDAF-12/GRIP1 lit1-tk-luc reporter; % of 3 µM dafachronic acid response. AID 652126, 2013. hit rate 1% among 370,000. activation, % at 6.8 µM;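 active means activation above the mean over all tested compounds plus 3 SD, cut at about 0.9% in these data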;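 further: 0% = DMSO-only wells and 100% = 3 µM delta7-dafachronic acid wells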
# proKLK7 act: proKLK7 zymogen activators, primary screen, biochemical, fluorescence intensity. Kallikrein-7 (Homo sapiens), P49862. hit rate 0.9% among 370,000. purified proKLK7, EDANS-DABCYL substrate fluorescence; 100% is mature enzyme control, 0% vehicle. activation, % at 7 µM;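 active means activation above the mean of all tested compounds plus 3 SD, computed per campaign excluding outliers beyond control limits, cut at about 13% in these data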
# Numbers without * were called inactive; . = no result given.
SMILES,GAA850 FXN act,SMARCA2 activ,hcDAF-12 act,sPLA2-III inh,GC-B act,DAX1 inh-1,DAX1 inh-2,NPR1 activator,hgDAF-12 ag,ssDAF12 agonist,proKLK7 act
O=C(NC1CCN(Cc2ccccc2)CC1)c1ccc(Cl)cc1Cl,1.3,-2,-1.8,-8,1,-0.7,0.0,-8,2.8,-0.5,-0.2
Cc1ccn2c(NC3CCCC3)c(-c3ccncc3)nc2c1,3.2,0,-1.6,7,23,1.6,0.0,16,0.0,-1.5,-1.1
COCCn1c(SCC(=O)Nc2cc(C(C)(C)C)nn2-c2ccccc2)nnc1-c1ccncc1,0.1,1,-2.7,-1,0,-0.7,-0.9,3,-0.6,-1.2,0.3
Cc1ccc(S(=O)(=O)/N=C(/Nc2ccccn2)c2ccc(Cl)cc2)cc1,3.1,2,-1.3,-4,5,3.0,1.2,1,3.6,-1.4,0.2
Cc1nc(C)c(C(=O)Nc2ncc([N+](=O)[O-])s2)o1,-0.1,0,3.4,-1,-3,-1.4,2.2,-1,7.3,0.0,0.2
Cc1cc(C)cc(NC(=O)N2CCC(N(C)CCC(C)C)CC2)c1,.,-4,-0.9,10,-3,.,1.0,0,4.0,-1.4,-0.1
N#CC1=C(N)SC(N)=C(C#N)C1c1c(Cl)cccc1Cl,-0.1,0,2.4,-2,8,-0.1,0.0,5,3.1,-1.0,-0.7
CCOC(=O)[C@]12CCC=C1N(Cc1ccco1)C(=O)[C@H](CC(=O)N1CCC(c3ccccc3)CC1)C2,.,0,0.4,-2,5,.,-0.4,0,-1.3,-1.5,0.3
COCc1cccc(C2=CC(=O)C[C@H](c3ccc(F)cc3)C2)c1,2.0,0,-2.4,-9,2,0.6,-1.0,1,-1.7,-1.8,0.3
CN(C)C(=O)c1cccc(-c2cnc3c(NC=O)cc(-c4ccccc4Cl)cn23)c1,3.8,9.8*,-1.8,-16,-10,.,3.3,-9,12*,-1.0,2.0
COc1ccc(CCNC(=O)Cc2cc3c(cc2[N+](=O)[O-])OCO3)cc1OC,1.0,1,-1.1,9,-2,0.2,-0.1,2,-1.7,-1.1,-0.4
O=C(CSc1nnnn1-c1ccc(F)cc1)Nc1ccc(N2CCOCC2)c(Cl)c1,0.1,-4,0.3,-4,-3,0.0,-1.8,-1,0.3,-1.3,0.3
Cc1ccc(C(=O)N(C)Cc2nc3ccccc3c(=O)[nH]2)cc1NC(=O)c1ccco1,-0.6,8.1*,0.2,-2,-2,0.7,0.1,0,-1.4,-0.4,-0.2
COc1ccc([C@H]2OC(=O)C[C@@H]2C(=O)N2CCN(c3ccccc3Cl)CC2)cc1OC,.,-3,-3.7,5,-7,.,0.0,-14,3.7,-1.1,-0.6
CC(C(=O)O/N=C(\N)c1ccccn1)c1ccc([N+](=O)[O-])cc1 (stereo unspecified),-0.4,2,-1.2,-4,0,0.8,-1.4,2,1.8,-1.2,0.1

# Nothing new here: entries from further up.
SMILES,GAA850 FXN act,SMARCA2 activ,hcDAF-12 act,sPLA2-III inh,GC-B act,DAX1 inh-1,DAX1 inh-2,NPR1 activator,hgDAF-12 ag,ssDAF12 agonist,proKLK7 act
Cc1ccn2c(NC3CCCC3)c(-c3ccncc3)nc2c1,3.2,0,-1.6,7,23,1.6,0.0,16,0.0,-1.5,-1.1
COCCn1c(SCC(=O)Nc2cc(C(C)(C)C)nn2-c2ccccc2)nnc1-c1ccncc1,0.1,1,-2.7,-1,0,-0.7,-0.9,3,-0.6,-1.2,0.3
Cc1ccc(S(=O)(=O)/N=C(/Nc2ccccn2)c2ccc(Cl)cc2)cc1,3.1,2,-1.3,-4,5,3.0,1.2,1,3.6,-1.4,0.2

# New compounds follow.
SMILES,GAA850 FXN act,SMARCA2 activ,hcDAF-12 act,sPLA2-III inh,GC-B act,DAX1 inh-1,DAX1 inh-2,NPR1 activator,hgDAF-12 ag,ssDAF12 agonist,proKLK7 act
CN(C(=O)CSc1nnc(-c2ccco2)o1)C1CCCCC1,2.2,3,-0.7,9,8,0.3,2.0,2,4.0,-0.5,0.1
CC(=O)c1ccc(OCc2ccc(Oc3c(Cl)cccc3[N+](=O)[O-])cc2)cc1,-0.3,-6,-1.7,7,1,0.4,-2.3,0,-2.9,-1.2,-0.3
Cc1cc(C)c(N(CC(=O)NCc2ccccc2)C(=O)c2csnn2)c(C)c1,-2.1,5,0.2,2,-1,0.2,0.0,-1,-1.8,-1.1,-0.3
O=C(CSc1nnc(-c2ccccc2)o1)c1ccc2c(c1)OCCO2,2.8,1,-0.2,-13,4,2.0,-0.3,2,-2.3,-0.6,-0.5
COc1ncnc2c1ncn2CCCN[C@H](C)c1cccc2ccccc12,1.9,5,0.6,0,-2,0.8,-0.1,0,0.5,-0.3,-0.1
Cc1[nH]c2ccccc2c1CC(=O)Nc1ccc(Nc2cccnc2)c(-c2ccc(Oc3ccccc3)cc2)c1,.,-5,2.4,-4,-4,.,-0.8,-6,-0.5,0.1,-2.5
O=C(NCC1COc2ccccc2O1)c1cccc(S(=O)(=O)NCc2ccccc2)c1 (stereo unspecified),-2.8,-2,-3.1,-32,-3,-0.6,-2.0,-1,-5.0,-1.5,-0.3
COC[C@H]1CCCN1c1ccc2c(c1)O[C@@H](COCc1ccccc1)CN([C@@H](C)c1ccccc1)S2(=O)=O,.,-3,-0.1,-7,3,.,-1.7,0,0.3,-1.1,-0.5
O=c1cnnc(N/N=C/c2ccccn2)[nH]1,-12,-3,-3.5,6,4,-6.0,-2.1,3,-9.1,-1.6,-0.6
c1ccc2c(c1)Sc1ccccc1-n1cnnc1-2,1.1,1,-0.5,-2,1,1.2,0.7,-1,-0.5,-1.5,-0.3
O=C(O)Cn1cnc2c(OCc3ccccc3)ncnc21,-0.3,0,0.1,5,-1,-0.7,0.8,-2,3.8,-1.3,0.0
CC1CCCC(C)N1C(=O)CN1C(=O)NC2(CCOc3ccccc32)C1=O (stereo unspecified),-0.7,-1,2.6,5,0,0.0,0.1,4,-1.0,-0.5,-0.8
NC(=O)C1CCN(C(=O)COc2ccc(Nc3ccccc3)cc2)CC1,3.1,-5,-0.6,7,-2,2.8,-0.4,-5,1.4,-1.0,-0.2
COc1ccc(S(=O)(=O)N(C)CC(=O)Nc2ccccc2SC)cc1,-1.7,-2,-1.3,-1,-1,3.0,-0.9,-3,-3.0,-1.3,-0.1
O=C(c1ccco1)N1c2ccccc2Sc2ccccc21,-1.1,-3,-1.8,-4,-10,-0.2,-1.8,-9,0.5,-1.5,0.4
Cc1ccsc1/C=N/n1c(C2CCCCC2)n[nH]c1=S,2.1,-3,-3.2,8,-7,0.6,0.7,3,-0.9,-1.0,0.1
O=C(CSc1nnc2ccccn12)Nc1ccc(N2CCOCC2)cc1,1.3,0,-0.3,10,0,-1.1,-0.8,-2,0.4,-1.2,0.1
C(#Cc1ccc2c(c1)COc1c3ccccc3nn1-2)c1ccccc1,4.2,5,4.3,2,0,3.6,1.4,0,7.5,0.2,-0.4
O=C(CN1CCN(c2ccc([N+](=O)[O-])cc2)CC1)c1ccccc1,1.2,0,0.3,-4,4,-0.9,-0.8,5,0.0,-1.0,-0.8
COCC1CCCN(C(=O)c2cc(COc3cncc(Cl)c3)on2)C1 (stereo unspecified),1.2,-3,2.3,6,-1,-0.4,-1.4,2,3.2,-1.2,0.3
COc1ccc(NC(=O)c2ccco2)cc1NC(=O)COc1ccccc1[N+](=O)[O-],0.9,-2,1.5,3,-3,4.6*,-0.1,-3,-1.0,-0.9,0.3
COc1ccc(CNC(=O)COC(=O)C2=Cc3ccccc3OC2)cc1,2.4,-1,0.1,-44,5,0.6,0.6,0,2.6,-0.9,31*
Nc1nnn(CC(=O)N/N=C/c2cccc(Cl)c2)n1,1.6,-5,1.1,-3,-2,2.7,0.3,2,-0.2,-1.8,0.1
O=C(NC(Cc1c[nH]c2ccccc12)C(=O)O)OCC1c2ccccc2-c2ccccc21 (stereo unspecified),.,-1,-0.3,-122,1,.,-0.1,2,0.6,-1.5,1.0
O=C(Nc1cccc2cccnc12)c1ccc2sc([C@H]3C[C@H](O)[C@@H](CO)O3)nc2c1,3.0,2,-3.2,-8,-11,.,-2.0,0,-0.9,-1.3,1.1
O=[N+]([O-])c1cccnc1NCCNc1ncc(C(F)(F)F)cc1Cl,3.3,6,1.6,-7,-1,2.6,1.7,0,14*,-0.5,0.0
COc1cc(CN2CCC(C(=O)NCCC(C)C)CC2)ccc1OCc1ccccc1,3.0,5,2.1,-10,-6,1.7,0.4,0,6.6,-0.9,0.3
Cc1nc(-c2ccccc2)sc1C1(C)CC(c2ccc(OC(F)(F)F)cc2)=NO1 (stereo unspecified),-1.4,-2,1.3,6,4,0.4,-0.2,0,0.7,-0.9,0.1
O=C(CBr)c1ccc([N+](=O)[O-])c(CS(=O)(=O)c2ccc(Cl)cc2)c1,-1.1,-1,1.0,6,3,0.7,-0.6,8,1.6,-1.1,0.1
Cc1cc(C(=O)Nc2ccccc2C)c2ccccc2n1,0.6,-1,-1.5,4,0,-0.7,-0.1,-2,-0.6,-1.1,-0.1
C/C(=N\Nc1ccc(S(=O)(=O)Nc2ccc(Cl)cc2)cc1[N+](=O)[O-])c1ccc(N2CCOCC2)cc1,3.5,1,3.1,-1,5,-1.2,-0.5,-1,-1.6,-0.2,-0.2
O=C1CCN(CCc2ccccc2)CCN1[C@H](CSc1ccccc1)c1ccccc1,1.8,2,3.3,-8,-5,-0.4,0.0,1,1.7,-0.3,-0.7
COC(=O)c1ccc(CN2CCCC(C(=O)c3ccccc3OC)C2)cc1 (stereo unspecified),-0.8,-1,-1.4,-5,-3,0.6,-0.3,-2,1.2,-0.5,-0.2
Cc1noc(C)c1S(=O)(=O)Nc1ccc(C(=O)NC2CCCCC2)cc1,-0.1,2,0.2,-7,2,-0.2,-0.7,-3,0.3,-0.4,0.0
Cc1ccc(-c2[nH]n3c(=O)c4c(nc3c2C)CCCC4)cc1,6.1,1,2.0,9,0,-0.5,-0.1,10,1.1,-1.4,-0.5
CCCCc1nnc(NC(=O)c2ccc(N3CCCC3=O)cc2)s1,2.8,-3,0.1,9,-5,0.3,-0.2,1,3.8,-0.7,0.3
CCOCc1nnc(NC(=O)c2ccc(OC)cc2)s1,2.8,-2,0.9,4,-3,2.7,1.3,3,4.9,0.0,-0.1
COc1ccc(C2=Nc3ccccc3C2(O)CCN2C(=O)c3ccccc3C2=O)cc1 (stereo unspecified),1.8,0,0.4,-1,1,0.8,0.5,2,10*,-0.8,16*
